# Siah-1 displacement: blockers of Siah-1 interaction with plectin peptide – biochemical, fluorescence polarization, rhodamine-plectin, uHTS, primary screen (AID 1817); Siah-1 / rhodamine-plectin peptide fluorescence polarization; higher % means a stronger effect; displacement, % at 20 µM, or IC50 in µM where a hit was titrated; actives 0.02% (n = 290,000);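 active means displacement of at least 50% at 20 µM, with a fluorescence ratio check between 0.3 and a set limit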;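 further: plate controls were Siah plus tracer with DMSO for no effect and tracer alone without Siah for full effect; strong numbers were not always called active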
# NS5 inhibitors: flavivirus cap methylation enzyme inhibition – biochemical, confirmation dose response, primary screen (AID 588689) | Dengue-2 NS5 methyltransferase capping enzyme assay, biochemical; higher % means a stronger effect | one-dose inhibition, % at 25 µM; IC50 in µM for titrated hits | actives 0.3% (n = 340,000); in the data active means a potency from the dose series
# NTR1 ag: NTR1-driven beta-arrestin-GFP spot formation – imaging, U2OS cells, high content, primary screen (AID 493036). P30989. agonist mode. activation, % at 20 µM. actives 0.17% (n = 330,000);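 active means activation at or above 40% of the spot to cytoplasm intensity ratio, with at least 20 cells analyzed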;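 further: 0% = DMSO without peptide and 100% = 100 nM NTR1 peptide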
# Target sequence (P30989 whole entry, looked up): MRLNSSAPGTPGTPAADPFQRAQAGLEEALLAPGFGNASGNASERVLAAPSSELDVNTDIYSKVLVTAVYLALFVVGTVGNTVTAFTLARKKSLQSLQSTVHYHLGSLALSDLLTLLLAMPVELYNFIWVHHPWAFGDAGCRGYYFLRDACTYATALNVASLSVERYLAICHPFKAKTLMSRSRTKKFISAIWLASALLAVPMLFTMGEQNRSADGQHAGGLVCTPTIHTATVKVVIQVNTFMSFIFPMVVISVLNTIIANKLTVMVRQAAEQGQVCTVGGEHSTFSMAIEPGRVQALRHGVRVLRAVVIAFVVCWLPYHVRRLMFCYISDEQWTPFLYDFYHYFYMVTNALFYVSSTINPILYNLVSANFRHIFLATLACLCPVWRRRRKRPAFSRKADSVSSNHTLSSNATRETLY
# UTI89 phage lysis: protection from phage-mediated lysis, alamar blue read-out – E. coli UTI89, K1F phage, bacterial capsule biogenesis inhibitors (AID 488966) | E. coli UTI89 K1F phage lysis, alamar blue, 2 h; higher % means a stronger effect | inhibition, % at 100 µM; hits with a dose series show IC50 in µM | actives 0.02% (n = 340,000);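 active means phage lysis inhibition, versus mean bacterial control, above a set limit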;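 further: capsule biogenesis inhibitors block K1F phage lysis so surviving cells raise fluorescence; higher fluorescence means more inhibition of phage lysis; actives were called in the ten point dose series up to 300 µM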
# GPR35 arrestin U2OS: inhibition of zaprinast-stimulated GPR35 beta-arrestin translocation – imaging, U2OS, beta-arrestin-GFP, zaprinast agonist, primary screen (AID 2058). U2OS GPR35 beta-arrestin-GFP translocation imaging, zaprinast antagonism; higher % means a stronger effect. inhibition, % at 10 µM; hits with a dose series show IC50 in µM. actives 0.052% (n = 290,000);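 active means inhibition of at least 50% with at least 30 cells and total cytoplasm GFP at most 10,000,000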
# AID2073: disruptors of CaV2.2 binding to Mint1 – biochemical, HTRF (AID 2073). HTRF protein-protein interaction, Mint1-CaV2.2; higher % means a stronger effect. inhibition, % at 20 µM, or IC50 in µM where a hit was titrated. actives 0.19% (n = 290,000); in the data active means inhibition mostly above about 51%, no sharp cut-off; further: some results filed as inactive read as strong as hits
# GPR55 antagonists: inhibition of LPI-stimulated GPR55 beta-arrestin translocation – imaging, U2OS, beta-arrestin-GFP, LPI agonist, primary screen (AID 2013); U2OS GPR55 beta-arrestin-GFP translocation imaging, LPI antagonism; higher % means a stronger effect; actives 0.13% (n = 290,000); one-dose inhibition, % at 10 µM; IC50 in µM for titrated hits;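 active means spots per cell inhibited over 60%, with over 100 cells counted and total cytoplasm intensity under 500,000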;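 further: U2OS cells stably carrying GPR55 and arrestin-GFP stimulated by 5 µM LPI near EC80; imaged beta-arrestin-GFP aggregate spots per cell after agonist stimulation; plate controls were LPI-stimulated DMSO wells for no effect and DMSO wells without LPI for full effect; some results filed as inactive read as strong as hits; confirmed hits need IC50 under 10 µM and bright autofluorescent wells are also inconclusive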
# GPR55 activation: selective activators of receptor GPR55 – imaging, U2OS cells, beta-arrestin-GFP redistribution, primary screen (AID 1961) | one-dose activation, % at 10 µM; EC50 in µM for titrated hits | actives 0.048% (n = 290,000) | U2OS GPR55 beta-arrestin-GFP redistribution imaging; higher % means a stronger effect;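 active means activation above 40% with more than 50 cells counted in the well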;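 further: U2OS osteosarcoma cells stably expressing GPR55 and beta-arrestin-GFP; plate controls were DMSO negative control for no effect and LPI positive control for full effect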
# HIV peptide binding: inhibitors of HIV fusion peptide binding, primary screen, biochemical, uHTS, fluorescence dequenching (AID 1986); cell-free peptide binding, fluorescence dequenching, 30 min; higher % means a stronger effect; inhibition, % at 20 µM; hits with a dose series show IC50 in µM; actives 0.3% (n = 290,000); in the data active means inhibition mostly above about 52%, no sharp cut-off; inactive means mostly below about 76%; further: some results filed as inactive read as strong as hits
# NTR1 ag cell count 20 µM: recorded beside NTR1 ag, whose call it bears; cell count; measured here: cell count, cytotoxicity flag
# NS5 inhibitors pilot replicate: further read-out of NS5 inhibitors, marked with its call; inhibition, %; measured here: pilot screen replicate inhibition
# * marks the source's active call; other numbers are inactive results; . = not tested or not shown; [ ] = remark or other dose.
SMILES,Siah-1 displacement,NS5 inhibitors,NTR1 ag,NTR1 ag cell count 20 µM,UTI89 phage lysis,GPR35 arrestin U2OS,AID2073,GPR55 antagonists,GPR55 activation,HIV peptide binding,others
O=C1NNC(c2ccccc2)=N/C1=C\c1ccccc1,-6%,2%,0.8,56,0.0%,-8%,8%,-5%,-0.2%,-1.6%,
Cc1nn(C)c(C(=O)Nc2ccc(S(=O)(=O)NC34CC5CC(CC(C5)C3)C4)cc2)c1Br,-3%,-1%,16,64,-0.1%,2%,21%,-6%,0.1%,1.1%,
CCCn1c(N)c(N(CCOC)C(=O)c2ccc([N+](=O)[O-])c(C)c2)c(=O)[nH]c1=O,-9%,-4%,0.8,54,0.0%,0%,-1%,8%,1.1%,-2.3%,
Cc1cc(=O)[nH]c(SCC(=O)c2ccc3c(c2)NC(=O)CO3)n1,0%,-16%,1.3,49,-1.3%[50 µM],-1%,-16%,-4%,-0.3%,-1.2%,
CSc1nc(NCCCO)c2c3c(sc2n1)CN(C)CC3,0%,8%,-0.1,54,-0.8%,6%,8%,-7%,0.2%,4.1%,
Cc1oc(C(C)(C)C)cc1C(=O)Nc1ccc(C(=O)O)cc1,6%,5%,-0.5,41,0.0%,-4%,3%,-9%,0.7%,0.8%,
COc1ccc(NC(=O)C2CCN(S(=O)(=O)c3ccc(Br)s3)CC2)cc1OC,-8%,-1%,4.9,53,2.8%[50 µM],2%,3%,6%,0.1%,0.7%,
COc1ccc(-c2cc(C(=O)Nc3c(F)cc(F)cc3Br)no2)cc1,13%,-2%,0.7,85,0.0%,16%,10%,12%,-0.2%,0.1%,
Cc1ccc(N(C(=O)c2csnn2)C(C(=O)NC2CCCCC2)c2cccnc2)cc1C (stereo unspecified),-5%,0%,1.1,39,-0.3%,-2%,4%,-8%,-0.2%,0.5%,
O=C(NC1CC1)C1=C[C@H](c2c[nH]c3ccccc23)C[C@H](OCc2ccc(CO)cc2)O1,0%,-11%,-3.7,59,2.6%,6%,-1%,0%,-0.1%,-2.6%,
Clc1ccc2nc(-c3ccc(Cl)nc3)[nH]c2c1,9%,-5%,-0.3,88,0.2%,6%,2%,-8%,0.0%,2.2%,
CCN(CC)CCNC(=O)C1CCCCN1S(=O)(=O)c1cccc([N+](=O)[O-])c1 (stereo unspecified),-2%,5%,0.6,69,0.2%,7%,3%,3%,0.1%,-0.2%,
CN(C)CCCC(C)(O)C(C)(C)c1ccccc1 (stereo unspecified),-6%,-9%,0.3,62,1.3%[50 µM],6%,1%,-6%,-0.2%,3.1%,
O=C(NCc1ccccc1F)C(=O)NCC1OCCCN1S(=O)(=O)c1cccs1 (stereo unspecified),-8%,1%,-0.5,50,0.0%,-3%,13%,-16%,-0.1%,1.6%,
CCCc1nc2oc3c(NCCOCCO)ncnc3c2c2c1COC(C)(C)C2,-3%,4%,4.3,48,1.7%,24%,6%,10%,-0.4%,-0.5%,
COc1ccc(CC(NC(C)=O)C(=O)NC2CCN(C(=O)NCc3ccccc3)CC2)cc1OC (stereo unspecified),3%,-4%,-1.4,72,5.9%,-13%,6%,20%,-0.2%,-1.7%,
Cn1cnnc1SCc1ccccc1Br,-5%,9%,0.4,42,-0.2%,17%,0%,-4%,-0.2%,1.9%,
Cn1cnc2c(=O)[nH]cc([N+](=O)[O-])c21,17%,-5%,-0.7,95,-0.1%,-1%,2%,5%,0.1%,-1.7%,
Cc1cnc(C(=O)OCC(=O)C23CC4CC(CC(C4)C2)C3)cn1,-1%,4%,1.5,68,2.1%[50 µM],-8%,8%,-5%,-0.2%,0.8%,
CS(=O)(=O)N1CCN=C1SCc1ccccc1,-7%,-10%,-0.1,56,0.2%,-2%,12%,-12%,0.3%,-1.2%,
CCOC(=O)c1cnc(-n2nc(C)cc2C)nc1Nc1ccc2c(c1)OCO2,-1%,.,.,.,.,-7%,-1%,-3%,-0.1%,-2.0%,
CCOc1ccccc1-c1nc(CN2CCCC2c2nccs2)c(C)o1 (stereo unspecified),4%,-6%,-0.5,50,0.4%,11%,33%,9%,0.3%,0.0%,
COc1ccc(-n2nc([N+](=O)[O-])c(=NCCc3ccccc3)n2O)cc1,9%,3%,-1.2,73,-0.2%,-8%,5%,24%,0.8%,-3.0%,
CCN(CC)S(=O)(=O)c1ccc(OC)c(NC(=S)Nc2cccc(C)c2C)c1,30%,-7%,-2.2,56,6.4%,-23%,-18%,4%,-0.2%,-2.5%,
O=C(O)C1C2C=CC(C2)C1C(=O)Nc1ccc2c(c1)OCCO2 (stereo unspecified),-1%,1%,-0.7,87,-0.8%,-4%,0%,-11%,0.1%,-3.2%,
SMILES,Siah-1 displacement,NS5 inhibitors,NTR1 ag,NTR1 ag cell count 20 µM,UTI89 phage lysis,GPR35 arrestin U2OS,AID2073,GPR55 antagonists,GPR55 activation,HIV peptide binding,others
O=C(CNC(=O)c1ccco1)OCC(=O)c1ccc2c(c1)CCCC2,4%,-3%,-0.5,78,0.8%,0%,5%,.,-0.1%,7.3%,NS5 inhibitors pilot replicate=-5.0
Cc1ccc(CCNC(=O)C2CCC(CNc3c(N4CCC(C)CC4)c(=O)c3=O)CC2)cc1 (stereo unspecified),-7%,-1%,2.5,52,-1.7%,2%,-8%,10%,0.9%,0.5%,
CC(=O)C1C(c2ccc(Br)cc2)C2C(C)=NN=C2CC1(C)O (stereo unspecified),3%,1%,0.7,85,-0.1%,2%,-2%,-2%,-0.2%,2.6%,
CCCCC(=O)Nc1ccc2oc(-c3ccncc3)nc2c1,3%,1%,-0.8,79,-0.3%,-5%,26%,4%,-0.1%,-1.1%,
CC1=C(C(=O)N2CCCCC2)C(c2cccs2)NC(=O)N1 (stereo unspecified),-2%,0%,-2.1,53,0.2%,-2%,2%,2%,-0.2%,0.8%,
N#Cc1ccccc1S(=O)(=O)N1CCN(C(=O)c2cc(-c3ccccc3)nn2-c2ccccc2)CC1,1%,-3%,2.4,58,4.0%[50 µM],11%,18%,16%,-0.2%,0.8%,
O=C(CC12CC3CC(CC(C3)C1)C2)Nc1ccc(C(=O)O)cc1,7%,0%,-0.5,32,-0.4%,-14%,8%,-2%,-0.2%,0.1%,
Cc1cccc(NC(=O)c2ccc(COc3ccccc3)o2)n1,6%,2%,0.9,57,-0.3%,-6%,4%,0%,0.2%,-1.0%,
CCc1cccc(N(C(=O)c2csnn2)C(C(=O)NC(C)(C)CC)c2ccccn2)c1 (stereo unspecified),-4%,-6%,0.6,25,0.2%,-2%,-18%,17%,0.6%,-1.5%,
Cc1occc1-c1nnc(SCC(=O)NCCc2ccccc2)n1Cc1ccccc1,-5%,-6%,1.7,38,0.4%,-3%,-11%,-4%,-0.2%,-0.4%,
CCC(=O)N1CCc2cc(S(=O)(=O)NC(C(=O)N3CCN(c4ccc(F)cc4)CC3)C(C)C)ccc21 (stereo unspecified),9%,-2%,0.4,64,0.3%,-17%,8%,8%,-0.1%,0.9%,
COc1ccc(-c2csc(-c3cccs3)n2)cc1OC,2%,-5%,3.0,67,0.4%,1%,-2%,9%,0.5%,0.6%,
Cc1cc(NC(=O)CCC(=O)N(c2ccccc2)C(C(=O)NC2CCCC2)c2ccc(F)cc2)no1 (stereo unspecified),11%,-6%,0.3,60,0.3%,7%,1%,5%,-0.3%,-0.2%,
Cc1c(Cl)cccc1-n1c(SCC(=O)NCc2ccccc2Cl)nnc1-c1ccncc1,-6%,-8%,0.7,79,-2.0%,2%,-10%,15%,-0.2%,-2.1%,
O=C(CCN1C(=O)/C(=C/c2ccco2)SC1=S)Nc1ccc(C(=O)O)c(O)c1,7%,49%,2.3,100,-0.1%,-2%,19%,1%,0.0%,15µM*,
COc1ccc(NC(=O)C(NC(=O)c2ccc(=O)[nH]c2)c2ccc(OC)cc2)cc1 (stereo unspecified),-2%,-4%,-2.4,52,5.6%,-9%,1%,4%,-0.2%,4.9%,
CN(C)c1ccc(/C=N/NC(=O)c2cccc(N3CCCC3=O)c2)cc1,-6%,-9%,0.3,74,0.3%,2%,42%,-12%,-0.1%,-1.0%,
COC(=O)C1CCN(C(=O)c2cc(OC)c(OC)c(OC)c2)CC1,4%,-1%,0.3,52,2.7%,2%,2%,9%,0.0%,-0.4%,
Cc1cccc(-c2nnc(SCC(=O)C(C)(C)C)n2C)c1,5%,-4%,1.4,86,-0.1%,3%,-2%,7%,0.2%,-0.7%,
COC(=O)COc1cccc2c(=O)n(CC(=O)NCc3ccc(F)cc3)ccc12,6%,0%,1.9,63,2.3%,-2%,4%,-11%,-0.1%,8.9%,
O=C(NC1CCCC1)C(c1ccc(Cl)cc1)N1CCc2ccccc21 (stereo unspecified),2%,5%,3.1,52,0.3%,9%,-1%,-7%,0.2%,-1.0%,
Cn1cccc1C(=O)OCC(=O)N1CC(=O)Nc2ccccc21,-2%,-5%,0.6,55,-0.2%,-4%,-6%,11%,1.0%,-1.2%,
CCOc1ccc(NC(=O)N2CCN(C(=O)c3ccco3)CC2)cc1,1%,3%,1.7,53,0.0%,6%,-2%,11%,0.0%,-0.3%,
CN(C)CCCN(C(=O)c1ccco1)c1nc2cc3c(cc2s1)OCO3,-2%,-2%,0.7,50,0.0%,-3%,14%,0%,-0.1%,0.9%,
Cc1cc(NC(=O)Cn2cc(C(F)(F)F)cc(Cl)c2=O)no1,21%,-1%,-2.1,68,0.8%,-15%,0%,4%,-0.3%,-0.1%,NS5 inhibitors pilot replicate=-0.2
C=CCC1c2cccc(C(=O)O)c2C(=O)N1c1cccc(OC)c1 (stereo unspecified),1%,5%,0.5,32,-0.2%,7%,3%,-3%,0.3%,-2.2%,
CCOC(=O)c1ccccc1NC(=O)COC(=O)C1=COCCO1,1%,3%,1.1,34,0.2%,4%,20%,11%,-0.2%,-1.1%,
CC(C)[C@H]1CN=C2N(CCNC(=O)CCC3CCCCC3)[C@H](Cc3ccc(O)cc3)CN21,-3%,-4%,1.5,51,2.5%,-6%,29%,4%,-0.2%,-1.1%,

# By substructure, the entries above with a tert-butyl group
SMILES,Siah-1 displacement,NS5 inhibitors,NTR1 ag,NTR1 ag cell count 20 µM,UTI89 phage lysis,GPR35 arrestin U2OS,AID2073,GPR55 antagonists,GPR55 activation,HIV peptide binding,others
Cc1oc(C(C)(C)C)cc1C(=O)Nc1ccc(C(=O)O)cc1,6%,5%,-0.5,41,0.0%,-4%,3%,-9%,0.7%,0.8%,
Cc1cccc(-c2nnc(SCC(=O)C(C)(C)C)n2C)c1,5%,-4%,1.4,86,-0.1%,3%,-2%,7%,0.2%,-0.7%,

# From PubChem
